Screening results as filed in PubChem BioAssay.
TrxR1 substrate = qHTS Assay for Substrates of Mammalian Selenoprotein Thioredoxin Reductase 1 (TrxR1): qHTS | purified TrxR1 substrate turnover, NADPH consumption readout | Thioredoxin reductase 1, cytoplasmic (Rattus norvegicus), O89049 | actives 0.01% (n = 390,000) | Potency, µM (series often up to 114 µM), for the others: at the highest dose activity change, negative = substrate turnover | AID 588456, 2011; note: potency is the fitted concentration of half-maximal effect; % is set by controls: 0 for no effect and ±100 for the full control effect; nearly all actives have a fitted effect of over 50% in size
Target sequence (O89049 whole entry, looked up): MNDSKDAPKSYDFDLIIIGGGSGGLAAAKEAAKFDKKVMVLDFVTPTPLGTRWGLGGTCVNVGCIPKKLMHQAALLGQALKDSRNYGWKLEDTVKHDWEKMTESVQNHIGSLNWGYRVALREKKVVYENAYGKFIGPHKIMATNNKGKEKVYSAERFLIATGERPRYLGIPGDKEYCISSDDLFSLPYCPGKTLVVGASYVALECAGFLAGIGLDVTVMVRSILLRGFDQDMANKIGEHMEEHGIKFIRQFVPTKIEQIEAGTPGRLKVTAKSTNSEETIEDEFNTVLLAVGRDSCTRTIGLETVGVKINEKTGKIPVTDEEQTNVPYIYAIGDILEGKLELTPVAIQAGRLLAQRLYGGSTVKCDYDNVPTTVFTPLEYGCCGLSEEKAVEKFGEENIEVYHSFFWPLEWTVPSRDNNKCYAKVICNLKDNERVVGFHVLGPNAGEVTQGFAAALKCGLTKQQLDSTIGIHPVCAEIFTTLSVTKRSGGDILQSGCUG
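Rat TrxR1, dispensed at 90 nM, was prereduced with 400 uM NADPH (final) for 5 min at ~22 deg C, then incubated with compound 15 min before 400 uM selenite. A first-read NADPH fluorescence drop versus no-compound background flagged substrates.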
TRHR agonist = qHTS for Small Molecule Agonists and Allosteric Enhancers of Human TRH Receptor: Primary Screen for Agonists | AID 493084, 2011 | TRHR cells, calcium flux fluo-8, FDSS agonist mode | activation, % at 2 µM | actives 0.18% (n = 360,000); in the data active = activation above about 30%; note: 0% is about no effect
Target sequence (P34981 whole entry, looked up): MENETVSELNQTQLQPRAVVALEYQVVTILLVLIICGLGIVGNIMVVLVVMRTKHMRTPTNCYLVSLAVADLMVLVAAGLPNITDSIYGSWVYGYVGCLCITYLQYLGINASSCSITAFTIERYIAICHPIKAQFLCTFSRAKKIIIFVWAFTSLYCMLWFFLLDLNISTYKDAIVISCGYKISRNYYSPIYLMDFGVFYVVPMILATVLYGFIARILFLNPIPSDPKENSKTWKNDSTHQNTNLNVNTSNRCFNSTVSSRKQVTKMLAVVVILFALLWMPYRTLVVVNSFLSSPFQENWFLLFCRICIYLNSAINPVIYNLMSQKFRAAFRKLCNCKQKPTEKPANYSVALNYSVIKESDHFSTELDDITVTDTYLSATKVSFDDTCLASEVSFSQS
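Read-out: compound-evoked intracellular calcium rise in TRHR cells, fluo-8 dye, kinetic FDSS fluorescence at 1 s/cycle following a 10-cycle baseline. Cells cultured overnight before dye loading (30 min–1.5 h, RT).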
TrxR1 inh = qHTS Assay for Inhibitors of Mammalian Selenoprotein Thioredoxin Reductase 1 (TrxR1): qHTS. Thioredoxin reductase 1, cytoplasmic (Rattus norvegicus), O89049. recombinant rTrxR1, NADPH fluorescence consumption, selenite substrate. actives 1% (n = 390,000). Potency, µM (highest dose often 114 µM), without a hit: top-dose activity change, negative = inhibition, hits mostly inhibitors; note: potency is the fitted concentration of half-maximal effect; % is set by controls: 0 for no effect and ±100 for the full control effect; nearly all actives have a fitted effect of over 65% in size
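Rat TrxR1 (90 nM in the dispensed reagent) was pre-reduced with 400 uM NADPH for 5 min at room temperature, then incubated with compound for 15 min. After 400 uM selenite was added, NADPH fluorescence (Ex 340/Em 450 nm) was followed for 8 min.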
IDH1 R132H inh = qHTS for Inhibitors of mutant isocitrate dehydrogenase 1 (IDH1): qHTS; Isocitrate dehydrogenase [NADP] cytoplasmic (Homo sapiens), O75874; IDH1-R132H enzyme, NADPH consumption, diaphorase/resazurin fluorescence; Potency, µM (titrated, usually from 76.6 µM), for the others: at the top dose activity change, negative = inhibition, usual class: inhibitors; actives 0.093% (n = 390,000); AID 602179, 2012; note: potency is the fitted concentration of half-maximal effect; % is set by controls: 0 for no effect and ±100 for the full control effect; nearly all actives have a fitted effect of over 65% in size
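IDH1-R132H (0.5 ug/mL) preincubated 30 min with compound, then NADPH (0.016 mM) and alpha-KG (2 mM) added; 80 min at RT, pH 7.5. Remaining NADPH coupled via diaphorase/resazurin to fluorescence (540/590 nm); concentration-response curves normalized to no-enzyme control.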
D2 ag = HTS Assay for Allosteric Agonists of the Human D2 Dopamine Receptor: Primary Screen for Agonists. D(2) dopamine receptor (Homo sapiens), P14416. HEK293 T-REx D2 cells, calcium flux agonist mode. activation, % at 2 µM. actives 0.53% (n = 340,000). AID 485358, 2010;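 active = activation over 3 SD above normal in the single-dose calcium agonist read, cut at about 30% in these data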; note: 0% is about no effect
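HEK293 Trex D2 cells, tetracycline-induced, o/n 30 C 5% CO2; no-wash Ca dye, RT 30–90 min; 10-cycle baseline, 23 nl cpd added, kinetic Ca read 180 s; agonist hits = positive Ca response.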
PI4K2A block = qHTS for small molecular inhibitors of PI4K2A | purified PI4K2A, ADP-Glo luminescence, 1 h; hits give low values | activity change, negative = inhibition, % at 76.9 µM | actives 0.13% (n = 420,000); in the data active = activity change below about -50%; inconclusive = mostly about -30% to -49%;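 note: -100% = wells without enzyme as full effect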
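ADP-Glo luminescence measured ADP generated by PI4K2A enzyme (4 ug/mL before mixing) with 1.2 mM PI substrate (pre-mix) and 300 microM ATP (pre-mix). Tris pH7.5 buffer with MgCl2, Triton X-100; 1 h reaction at ambient temperature.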
D2 antag = HTS Assay for Allosteric Antagonists of the Human D2 Dopamine Receptor: Primary Screen for Antagonists | D(2) dopamine receptor (Homo sapiens), P14416 | HEK293 TREx D2 cells, calcium flux, dopamine EC80 | inhibition, % at 10 µM | actives 2% (n = 340,000); in the data active = inhibition above about 30%; note: 0% is about no effect
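Measurement of antagonist activity uses fluorescent calcium dye in inducible HEK293 T-REx D2 cells: 10 s baseline, compound addition with 180 s read, EC80 dopamine addition with a further 180 s read.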
TRHR PAM = qHTS for Small Molecule Agonists and Allosteric Enhancers of Human TRH Receptor: Primary Screen for Enhancers. enhancement, % at 2 µM. Thyrotropin-releasing hormone receptor (Homo sapiens), P34981. actives 0.66% (n = 360,000). TRHR cells, fluo-8 calcium fluorescence, EC20 TRH enhancement; in the data active = enhancement above about 30%; note: 0% is about no effect
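TRHR-expressing cells loaded with fluo-8 calcium dye were read kinetically (ex 480/em 530) during compound addition, then stimulated with an EC20 of TRH (10 nM final). Enhancement of the Gq-mediated intracellular calcium response was scored.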
USP1 inh = Inhibitors of USP1/UAF1: Primary Screen. Ubiquitin carboxyl-terminal hydrolase 1 (Homo sapiens), O94782. recombinant USP1/UAF1, Ub-Rhodamine cleavage fluorescence. Potency, µM (series often up to 57.1 µM), inactives show at the top dose activity change, negative = inhibition, actives largely listed as inhibitors. actives 0.23% (n = 390,000); note: potency is the fitted concentration of half-maximal effect; % is set by controls: 0 for no effect and ±100 for the full control effect; nearly all actives have a fitted effect of over 60% in size; inactives centre near -12
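USP1/UAF1 complex (1 nM) preincubated 15 min at room temperature with compound, then Ub-Rho substrate (150 nM final) added. Kinetic fluorescence at 480/540 nm over 6 reads at 60 s intervals; 50 mM HEPES pH 7.8, 0.5 mM EDTA, 0.1 mg/ml BSA, 1 mM TCEP, 0.01% Tween-20.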
Active calls of the source: *; ? = inconclusive; · = not tested or not shown; & = joins results of further samples; [ ] = another dose, or the depositor's remark. Unless noted, calls come from the whole dose curve; as a rule, active = well fitted inhibition curve with a large enough effect; inconclusive = small, poorly fitted or top-dose-only effect; inactive = no such curve, though single readings can be large or run the other way. Outcome played no part in choosing rows; about 3.9% have a hit in one of these screens.

SMILES	TrxR1 substrate	TRHR agonist	TrxR1 inh	IDH1 R132H inh	D2 ag	PI4K2A block	D2 antag	TRHR PAM	USP1 inh
CS(=O)(=O)N(CC(=O)NCc1cccnc1)C1CCCCC1	5%[57.1 µM]	1.6	33%[57.1 µM]	2%	0.7	7	11	2	-5%
CC(=O)Nc1nnc(CCS(=O)(=O)c2ccc(C)c(C)c2)s1	0%	-1.0	11%	2%	-2.7	5	-14	-2	3%
COc1ccc(CN2C(=O)c3cccnc3C2=O)cc1S(=O)(=O)N1CCOc2ccc(C)cc21	-7%	0.1	-5%	-4%	0.8	5	4	3	-23%
Cc1ccc(NC(=O)Nn2cnnc2)cc1	11%	0.4	41%[activator]	1%	0.7	-2	0	1	-7%
CC(=O)N1CCc2c(sc3c2c(=O)n(Cc2ccccc2)c(=O)n3Cc2ccc(Cl)cc2)C1	-2%	-0.1	21%	1%	-0.1	1	·	4	-35%
NC(=O)c1oc2ccccc2c1NC(=O)CCc1ccccc1	6%	0.0	16%	-1%	-0.1	1	-6	2	-12%
CC(C)(C)OC(=O)NC(Cc1ccccc1)C(=O)NC(CSC1CCCCO1)C(=O)NN (stereo unspecified)	-7%	-0.1	-3%	0%	2.1	6	-13	3	-22%
COc1c(NC=O)c2c(c([N+](=O)[O-])c1OC)C(=O)OC2	-1%[2.29 µM]	·	7%[2.29 µM]	6%	·	2	·	·	-17%
CCC(c1nnc(SCC(=O)Nc2ccc(C(C)=O)cc2)n1C1CCCCC1)N(C)C (stereo unspecified)	-7%	0.1	-7%	7%	-0.3	-4	-8	22	-20%
Nc1c(N(Cc2ccco2)C(=O)COc2ccccc2)c(=O)[nH]c(=O)n1Cc1ccccc1	2%	0.4	-22%	8%	0.2	-2	4	-3	-18%

Next part, overlapping the part above by 3 compounds.
SMILES	TrxR1 substrate	TRHR agonist	TrxR1 inh	IDH1 R132H inh	D2 ag	PI4K2A block	D2 antag	TRHR PAM	USP1 inh
COc1c(NC=O)c2c(c([N+](=O)[O-])c1OC)C(=O)OC2	-1%[2.29 µM]	·	7%[2.29 µM]	6%	·	2	·	·	-17%
CCC(c1nnc(SCC(=O)Nc2ccc(C(C)=O)cc2)n1C1CCCCC1)N(C)C (stereo unspecified)	-7%	0.1	-7%	7%	-0.3	-4	-8	22	-20%
Nc1c(N(Cc2ccco2)C(=O)COc2ccccc2)c(=O)[nH]c(=O)n1Cc1ccccc1	2%	0.4	-22%	8%	0.2	-2	4	-3	-18%
COC(=O)c1ccccc1Oc1c(F)c(F)nc(N2CCOCC2)c1F	-1%	-1.2	11%	-5%	0.5	0	5	-2	-3%
Brc1ccc(OCCCCN2CCCCC2)cc1	2%[2.29 µM]	0.7	22%	-4%	0.5	3	-26	-2	-17%
O=C1OCCC1Sc1nnc(-c2ccco2)o1 (stereo unspecified)	9%[57.1 µM]	0.3	7%	3%	·	2	·	9	1%
CC(=O)c1cc(F)c(N2CCN(C(=O)COc3ccc(F)cc3)CC2)cc1C	-3%[57.1 µM]	-0.1	-19%[57.1 µM]	-1%	0.1	1	13	-2	-6%
NC(=O)NC(=O)COC(=O)c1ccc2c(c1)C(=O)N(Cc1ccccc1)C2=O	-2%	0.6	20%	-9%	1.0	7	13	-1	-10%
Cc1ccc(-n2nnc(-c3cnc4ccccc4c3)n2)cc1	4%	-1.0	13%	-7%	0.1	6	-8	9	-7%
Cc1ccc(N(CC(=O)Nc2ccccc2C(=O)NCc2ccco2)S(=O)(=O)c2ccccc2)cc1C	46%	-0.4	28%[57.1 µM]	11%	-0.1	4	15	-7	-21%
O=C(CN(CCc1ccccc1)S(=O)(=O)c1ccc(Br)cc1)N/N=C/c1ccc2c(c1)OCO2	0%	0.3	-8%	1%	-0.3	2	-7	4	1%
COc1cc(C2NC(=O)NC(c3ccccc3)=C2C(C)=O)ccc1OCC(=O)O (stereo unspecified)	-4%[2.29 µM]	0.3	?	-1%	-1.3	2	11	-8	-1%
NS(=O)(=O)c1ccc(CCNC(=O)Cn2c(-c3cccs3)cc3ccccc32)cc1	10%	-1.3	-6%	-9%	3.1	0	·	4	-16%
Cc1cccc(N2C(=O)N3[C@H](c4ccc(Cl)cc4)[C@@H]4C(=O)N(C5CCCCC5)C(=O)[C@@H]4[C@]3(Cc3ccc(Cl)cc3)C2=O)c1	-3%	3.6	23%	-10%	1.1	3	0	5	-4%
O=C(CSC(=S)N1CCCC1)N(Cc1nnc(-c2ccccc2Cl)o1)C1CC1	-3%	0.1	-7%	8%	-0.5	5	-29	-1	-15%
O=C(Cc1n[nH]c(=O)c2ccccc12)N1CCN(S(=O)(=O)c2ccc(F)c(Cl)c2)CC1	1%	·	12%	3%	·	3	·	·	-4%
CCn1c2c(c(=O)n3ncc(C(=O)Nc4cc(Cl)ccc4C)c13)CN(Cc1ccc(OC)cc1)CC2	5%[57.1 µM]	0.4	14%[57.1 µM]	-1%	-0.6	-3	·	-7	?
Cc1ccc(C(=O)O/N=C2\CCSc3ccc(C)cc32)cc1	5%[57.1 µM]	-0.3	5%[57.1 µM]	-1%	-0.2	1	-4	-10	-20%
Cc1ccc(C)c2sc(N3CCN(C(=O)c4ccc([N+](=O)[O-])o4)CC3)nc12	-11%	-0.1	?	2%	-0.9	3	1	8	-3%
O=C(NC(=S)NNC(=O)c1ccccc1O)c1ccccc1	-3%	2.7	-31%	1%	6.0	3	3	1	-16%
CNc1nc(C)nc(N/N=C/c2ccccc2)n1	-3%	0.2	-3%	4%	12	-2	42*	-6	-11%
CCCc1cc(=O)[nH]c(SCC(=O)Nc2ccc(N3CCCCC3)cc2)n1	1%	·	-3%	-10%	·	0	·	·	-17%
COc1cccc(C(=O)N/N=c2\sc3ccccc3n2C)c1	-10%	-0.8	-15%	2%	-0.4	4	10	3	-14%

A run of entries of the results above, as a working copy:
SMILES	TrxR1 substrate	TRHR agonist	TrxR1 inh	IDH1 R132H inh	D2 ag	PI4K2A block	D2 antag	TRHR PAM	USP1 inh
CNc1nc(C)nc(N/N=C/c2ccccc2)n1	-3%	0.2	-3%	4%	12	-2	42*	-6	-11%
CCCc1cc(=O)[nH]c(SCC(=O)Nc2ccc(N3CCCCC3)cc2)n1	1%	·	-3%	-10%	·	0	·	·	-17%
COc1cccc(C(=O)N/N=c2\sc3ccccc3n2C)c1	-10%	-0.8	-15%	2%	-0.4	4	10	3	-14%

Following part:
SMILES	TrxR1 substrate	TRHR agonist	TrxR1 inh	IDH1 R132H inh	D2 ag	PI4K2A block	D2 antag	TRHR PAM	USP1 inh
CN(C)C1=NCC(CSC(=N)N)S1 (stereo unspecified)	0%	0.0	23%	3%	0.2	2	5	0	-5%
Cc1ccc(Nc2c([N+](=O)[O-])ccc3nonc23)cc1C	-5%	-2.1	-16%	0%	-1.5	4	-14	4	-15%
Cc1ccc(S(=O)(=O)Cc2ccc(C(=O)N3CCC(C(N)=O)CC3)o2)cc1	0%	0.2	-27%	-5%	2.8	2	-5	36*	-4%
O=C(Nc1ccc2nc3n(c(=O)c2c1)CCCC3)c1ccc(Cl)nc1	1%	·	10%	-6%	·	1	·	·	?
COc1ccc(-c2ccnc3c(C(=O)O)cnn23)cc1	19%	1.2	5%	2%	0.0	-6	6	7	-8%
CCC(C(=O)Nc1cccc(Cl)c1C)n1nc(C)c2sc3ccccc3c2c1=O (stereo unspecified)	46%[activator]	0.7	79%[activator]	-23%	·	-1	·	-1	-13%
O=C(O)CCc1ccc(-c2ccccc2)n1Cc1ccco1	28%	0.0	?	-3%	0.2	-3	11	-4	1%
CCCCOc1ccc(Cn2c(=O)oc3ccccc32)cc1	-1%&3%	0.5&-0.1	3%&0%	7%&8%	0.1&1.0	6&4	-22	-4&-2	-18%&-15%
COc1cc(SC)ccc1C(=O)NCCc1ccccc1	-5%	-0.8	9%	3%	-1.5	-1	-14	-1	-13%
COc1ccc(/C=C\c2onc(C)c2S(=O)(=O)N2CCC(C(=O)Nc3ccc(C)cc3C)CC2)cc1	7%	0.6	-4%	-22%	0.1	-9	·	3	-3%

Single values from the results shown:
Cc1ccc(-n2nnc(-c3cnc4ccccc4c3)n2)cc1 in IDH1 R132H inh is listed with -7%
Nc1c(N(Cc2ccco2)C(=O)COc2ccccc2)c(=O)[nH]c(=O)n1Cc1ccccc1 in IDH1 R132H inh is listed with 8%
